PhoP GFP inhibition: PhoP regulon inhibitors, Salmonella typhi PhoP promoter GFP reporter, confirmatory (AID 1850); Salmonella Typhi PhoP-promoter GFP reporter, fluorescence, 4 h; higher % means a stronger effect; 310,000 tested, 0.33% active; inhibition, % at 50 µM; hits with a dose series show IC50 in µM; in the data active = a potency from the dose series; inconclusive = inhibition mostly from about 25% at the one dose, without a potency; inactive = the rest, 99 in 100 with inhibition below about 19%;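 also: 0% = induced wells with vehicle and 100% = uninduced wells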
H37Rv inhibition: M. tuberculosis growth inhibition, HTS (AID 449762); 330,000 tested, 0.59% active; inhibition, % at 25 µM; hits with a dose series show IC50 in µM; M. tuberculosis H37Rv growth inhibition, 7H9 media; higher % means a stronger effect; in the data active = a potency from the dose series; inconclusive = inhibition above about 70% without an active follow-up result;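 also: bacterial growth assessed after seven days of incubation; strong numbers were not always called active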
VEEV TC-83 Vero: inhibitors of VEEV TC-83 cytopathic effect, confirmation, Vero cells (AID 588727). Vero cells, VEEV TC-83 cytopathic effect inhibition; higher % means a stronger effect. inhibition, % at 20 µM; hits with a dose series show IC50 in µM. 350,000 tested, 0.13% active; in the data active = a potency from the dose series; inconclusive = inhibition mostly from about 14% at the one dose, without a potency; inactive = the rest, 99 in 100 with inhibition below about 12%; also: strong numbers were not always called active
H1N1 NS1A inhibition: H1N1 influenza NS1A inhibitors, functional cell based assay (AID 504329); 340,000 tested, 0.3% active; NS1A functional cell-based assay, percent inhibition; higher % means a stronger effect; inhibition, % at 12.5 µM, or IC50 in µM where a hit was titrated; in the data active = a potency from the dose series; inconclusive = inhibition above about 27% without an active follow-up result; also: strong numbers were not always called active
M. tuberculosis: growth inhibition of non-replicating M. tuberculosis (AID 488890); Mycobacterium tuberculosis non-replicating, growth inhibition; higher % means a stronger effect; inhibition, % at 25 µM; hits with a dose series show IC50 in µM; 320,000 tested, 0.39% active; in the data active = a potency from the dose series; inconclusive = inhibition mostly from about 82% at the one dose, without a potency; inactive = the rest, 99 in 100 with inhibition below about 76%;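 also: plate controls were DMSO cells for no effect and high antibiotic wells for full effect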
VEEV TC-83 Vero 10K pilot screen: further read-out of VEEV TC-83 Vero, marked with its call; inhibition, %; measured here: 10K pilot screen inhibition
Active calls of the source: *; i = inactive; ? = inconclusive; . = not tested or not shown.

SMILES	PhoP GFP inhibition	H37Rv inhibition	VEEV TC-83 Vero	H1N1 NS1A inhibition	M. tuberculosis	others
C=CCNS(=O)(=O)c1cc(S(=O)(=O)NCC=C)c(OC)cc1OC	-3%	-1%	0.9%	4%	-8%
CC(=O)Nc1ccc(C(=O)OCC(=O)Nc2ccc(N3CCOCC3)cc2)cc1	13%	-5%	1.1%	1%	-1%
O=C(NN=C1CCCC1)c1ccc(O)cc1	-5%	2%	0.1%	-7%	74%
O=C(O)CSc1nc2ccccc2[nH]1	2%	3%	1.9%	13%	10%
COc1cccc(-n2c(=S)sc3c(=O)n(-c4ccccc4OC)c(=S)[nH]c32)c1	0%	17%	3.1%	-6%	13%
Cc1cc(SCC(=O)Nc2c(C)n(C)n(-c3ccccc3)c2=O)nc2ccccc12	-10%	-24%	8.2%	-8%	-6%
CCOC(=O)C1(CCc2ccccc2)CCN(C(=O)CN2C(=O)CSC2=O)CC1	-1%	8%	i	-2%	13%
Cc1ccccc1Oc1nc2c(C)cccn2c(=O)c1/C=C(\C#N)C(=O)Nc1c(C)n(C)n(-c2ccccc2)c1=O	7%	0%	9.5%	3%	-7%
CCCC(=O)Nc1ccc(Oc2ccc(NC(=O)CCC)cc2)cc1	7%	-13%	i	-6%	3%
CCCN(CC1CCCO1)C(=O)CCc1nnc(-c2cc(C)on2)o1 (configuration not stated)	2%	5%	3.5%	-5%	8%
COc1cccc(CNC(=O)CCC2CCCN(C(=O)c3ccc(OC)o3)C2)c1 (configuration not stated)	-4%	-1%	i	-14%	-9%
COc1ccc(C2COC(=O)C2=N)c(NC(=O)c2ccc(Cl)cc2)c1 (configuration not stated)	6%	3%	0.2%	-8%	1%
COC(=O)c1ccc(NC(=O)CSc2nnnn2C2CCCCC2)cc1	0%	-13%	1.2%	7%	4%
C=CCNc1nc(NCCN2CCOCC2)nc(N2CCOCC2)n1	-5%	-3%	1.8%	6%	-8%
CC(C)c1ccc(NC(=O)NN2CCOCC2)cc1	-3%	3%	0.7%	0%	0%
O=C(Nc1ccccc1)C1CCCN1C(=O)NCc1ccccc1 (configuration not stated)	5%	1%	0.5%	4%	2%
Cc1nn(CC(=O)Nc2ccncc2)c(C)c1[N+](=O)[O-]	-6%	-8%	0.2%	-6%	-22%
COc1ccc(-n2c(=S)[nH]c3cc(C(=O)Nc4cccc(C)c4)ccc3c2=O)cc1	-5%	2%	0.4%	11%	5%
O=C(CSc1nncs1)Nc1cccc2ccccc12	.	.	3.0%	-3%	.
O=C(Nc1ccc(OC(F)(F)F)cc1)NC1CCC(Oc2ccc(C(=O)O)cc2)CC1 (configuration not stated)	.	6%	0.5%	-2%	29%
CCSc1nc2ccccc2n1C(=O)c1ccc(S(=O)(=O)N2CCCCCC2)cc1	-9%	8%	i	0%	5%
COc1cccc(CNC(=O)C2CCN(c3nnc(N4CCCC4=O)s3)CC2)c1	-10%	-3%	i	25%	-16%
CCN(CC(=O)NCc1ccc(Cl)cc1)CC(=O)NC1(C#N)CCCC1	-10%	1%	i	1%	-4%
Cn1c(NN)nc2sc3c(c2c1=O)CC(C)(C)OC3	1%	6%	i	2%	-4%
CCOC(=O)c1nc(Nc2ccccc2C)c2ccccc2n1	-22%	5%	0.7%	-1%	9%
COc1cc(CN2CCCC(N3CCc4ccccc4C3)C2)c(Cl)cc1O (configuration not stated)	-1%	11%	1.0%	6%	-2%
O=C(CN(Cc1ccccc1)S(=O)(=O)c1ccc2c(c1)OCCO2)Nc1ccc2c(c1)OCCO2	17%	6%	6.7%	4%	6%
CCOC(=O)C1CCN(C(=O)CNC(=O)c2nn(-c3ccc(OC)cc3)c(=O)c3ccccc23)CC1	-12%	3%	1.3%	2%	-8%
Cc1cccn2c(=O)c3cc(C(=O)NC4CCCCCC4)sc3nc12	3%	6%	0.8%	5%	-6%
CCc1c(C)[nH]c2nc3ccccc3n2c1=O	4%	-2%	5.9%	3%	18%
CCc1nc(SCC(=O)NCCc2ccccc2)n[nH]1	-10%	-7%	0.4%	1%	-6%
COCCCNC(=S)N1CCN(c2nc(C)nc3sc4c(c23)CCCC4)CC1	-8%	10%	6.1%	-12%	-10%
Cc1c(C(=O)Nc2ccc(F)cc2)oc2ccc(S(=O)(=O)N3CC(C)CC(C)C3)cc12 (configuration not stated)	-12%	3%	2.9%	7%	23%
Cc1ccc(NC(=S)Nc2cccc3cnccc23)cc1	9%	1%	9.3%	1%	?
COc1ccc(OCCC(=O)Nc2nccs2)cc1	1%	-4%	0.8%	2%	1%
O=C(OCC(=O)N1CCCC1)c1c(Cl)cccc1Cl	0%	0%	0.8%	1%	63%
C=CCNC(=O)c1c(O)c2cccc3c2n(c1=O)CCC3	-7%	5%	1.5%	-6%	19%
CCc1ccc(NS(=O)(=O)c2ccc(OC)c3ncccc23)cc1	-1%	2%	i	3%	11%
CCOCCOCCC(C(=O)OCC)P(=O)(c1ccccc1)c1ccccc1 (configuration not stated)	-11%	-6%	1.6%	3%	-28%
CCN1C(=O)C(CC(=O)Nc2ccc(OC)cc2)N(CCc2ccc(OC)cc2)C1=S (configuration not stated)	1%	18%	5.1%	1%	18%
Cc1ccc(C)c(NC(=O)c2cc(-c3ccccc3)nn2-c2ccccc2)c1	-9%	35µM*	1.2%	-1%	?
Cc1c(CCO)c(=O)n2c([nH]c3ccccc32)c1C#N	2%	-2%	0.6%	-19%	-5%
O=C(CCl)NCC1CCCO1 (configuration not stated)	5%	5%	i	-3%	49%
CCCC(=O)NC(Nc1ccc(S(=O)(=O)Nc2ncccn2)cc1)(C(=O)OCC)C(F)(F)F (configuration not stated)	2%	-3%	1.1%	1%	55%
CCc1nc(N2CCCCC2C)c2oc3ccccc3c2n1 (configuration not stated)	-3%	?	i	-14%	37%

Four compounds already listed, arranged by formula weight, smallest number first.
SMILES	PhoP GFP inhibition	H37Rv inhibition	VEEV TC-83 Vero	H1N1 NS1A inhibition	M. tuberculosis	others
COc1ccc(OCCC(=O)Nc2nccs2)cc1	1%	-4%	0.8%	2%	1%
CC(=O)Nc1ccc(C(=O)OCC(=O)Nc2ccc(N3CCOCC3)cc2)cc1	13%	-5%	1.1%	1%	-1%
COc1ccc(-n2c(=S)[nH]c3cc(C(=O)Nc4cccc(C)c4)ccc3c2=O)cc1	-5%	2%	0.4%	11%	5%
O=C(CN(Cc1ccccc1)S(=O)(=O)c1ccc2c(c1)OCCO2)Nc1ccc2c(c1)OCCO2	17%	6%	6.7%	4%	6%

The list continues:
SMILES	PhoP GFP inhibition	H37Rv inhibition	VEEV TC-83 Vero	H1N1 NS1A inhibition	M. tuberculosis	others
FC(F)(F)C(F)(F)c1nnc2ccc(-n3ccnc3)nn12	4%	-3%	0.2%	3%	-6%
O=C(NC(c1ccc(Cl)cc1)c1c(O)ccc2ccccc12)c1ccccc1 (configuration not stated)	3%	2%	?	57%	35%
CC(=O)c1cn(CC(=O)Nc2ccccc2F)c2ccccc12	5%	-4%	i	-3%	8%
COc1ccc(C2=C(c3ccc([N+](=O)[O-])cc3)C(=O)OC2)cc1	-13%	4%	1.5%	-5%	-3%
Cc1ccc(Cl)cc1NC(=S)N(CCCN1CCN(C)CC1)Cc1cccs1	6%	0%	0.2%	4%	27%
N#CC(C#N)=Cc1ccc(C=C(C#N)C#N)cc1	.	.	0.2%	0%	.
O=C(CSc1nnc(NC2CCCCC2)s1)NN1C(=O)NC2(CCCCC2)C1=O	-9%	8%	1.4%	4%	6%
COc1ccc(NC(=O)c2sccc2C)cn1	13%	-5%	0.3%	-1%	-8%
CCn1ncc2c1C(=O)NC1c3ccccc3C(=O)N21 (configuration not stated)	-4%	2%	7.4%	10%	-10%	VEEV TC-83 Vero 10K pilot screen=8.6
O=C(CN1c2cccc3cccc(c23)S1(=O)=O)Nc1c(F)c(F)c(F)c(F)c1F	.	1%	0.2%	-9%	3%
O=C(c1cccc(Cl)c1)N1CCN(CCCc2ccccc2)CC1	6%	5%	1.0%	-4%	-2%
O=C(Nc1cccc(S(=O)(=O)NC2=NCCC2)c1)c1cc(=O)[nH]c2ccccc12	.	-5%	3.2%	-8%	9%
COc1ccc(NC(=O)CSCC(=O)N(C)Cc2ccc(Cl)c(Cl)c2)cc1	.	1%	3.0%	-15%	?
Cc1noc(C)c1COc1ccc(C(=O)N2CCC(C)CC2)cc1	.	4%	i	4%	15%
Cc1c(NC(=O)c2cc(=O)[nH]c3ccccc23)c(=O)n(-c2ccccc2)n1C	16%	-11%	1.2%	2%	9%
COC(=O)c1ccc(C(=O)NC2CC(C)(C)Cc3c2cnn3-c2ccc(F)cc2)nc1 (configuration not stated)	-2%	?	8.9%	-1%	i
Cc1ccc(NC(=S)N2CCCCC2)cc1C	-6%	2%	0.6%	-7%	-10%
O=C(O)CC(CP(=O)(c1ccccc1)c1ccccc1)C(=O)O (configuration not stated)	-5%	1%	1.3%	3%	-4%
COc1cc(N=c2c([N+](=O)[O-])nn(-c3ccc4c(c3)OCCO4)n2O)cc(OC)c1	-3%	6%	0.9%	2%	58%
COC(=O)[C@H](C)N(Cc1ccc(Cl)c(Cl)c1)S(=O)(=O)CCNC1CCCC1	.	.	i	-5%	.
O=C(Nc1ncccc1Cl)c1cc2ccccc2o1	1%	-2%	0.9%	-7%	19%
CC(=O)Nc1ccc(C(=S)NCc2ccco2)cc1	-7%	7%	5.5%	1%	6%
CCC(=O)c1c(NCCc2ccccc2)cc(C)oc1=O	-8%	-9%	0.3%	-12%	-4%
COc1ccc2nc(N3CCOCC3)cc(C)c2c1	-2%	-6%	i	-2%	4%
Cc1ccccc1S(=O)(=O)NC(=NCc1ccc(F)cc1)c1ccccc1	.	0%	0.3%	-17%	28%
CC1CN(C2CCN(C(=O)c3cccc(Cl)c3)CC2)CC(C)O1 (configuration not stated)	7%	1%	0.3%	8%	-13%
COC(=O)C1=C(C)N(Cc2ccc(C)cc2)C(=O)/C1=C\c1cc(OC)c(OC)c(OC)c1	-5%	6%	3.2%	16%	45%
CCc1ccc(OCc2nnc(SCc3ccc(C(=O)O)cc3)o2)cc1	-5%	6%	i	-18%	58%
COc1ccc(NC(=O)COc2cccc3c2CCNC3=O)cc1	.	.	6.3%	-10%	.
COC(=O)c1c(NC(=O)/C=C/C(=O)O)sc(Cc2ccccc2)c1C	0%	1%	i	-1%	38%
C=CCNCCCCOc1ccc(C)cc1[N+](=O)[O-]	5%	-1%	2.1%	1%	16%	VEEV TC-83 Vero 10K pilot screen=0.0
Cc1cccc(C)c1Nc1nnc(SCC(=O)Nc2cc(S(=O)(=O)N3CCCCC3)ccc2Cl)s1	-3%	2%	9.8%	4%	36%
Cc1ccc(C(c2sc3nc(C)nn3c2O)N2CCN(c3ccccc3F)CC2)cc1 (configuration not stated)	-1%	1%	i	10%	17%
O=C(Cn1cnc2ccccc2c1=O)NCC1COc2ccccc2O1 (configuration not stated)	7%	-1%	0.8%	-11%	-15%
COc1ccc(/C=C/C(=O)Nc2ccccc2Cl)cc1S(=O)(=O)N1CCOCC1	-9%	-10%	1.7%	4%	13%
COc1ccc(OC)c(N(CC(=O)N2CCc3ccccc3C2)S(C)(=O)=O)c1	-2%	-4%	i	6%	-15%
C=CCn1c(N)cc(=O)nc1SCC(=O)Nc1ccc2ccccc2c1	8%	-4%	1.1%	-22%	-5%
COc1ccc(-n2c(Cc3cccn3C)nnc2SCC(N)=O)cc1	-12%	-6%	0.9%	0%	-1%
COc1ccc(-c2c3c(=O)n(C)c(=O)n(C)c3cn2-c2ccc(O)cc2)cc1	15%	1%	7.6%	-4%	10%
COc1ccc(C(CNC(=O)COc2ccccc2C)N2CCCCC2)cc1 (configuration not stated)	.	0%	1.3%	4%	6%
O=C(Nc1ccccc1)c1ccc(=O)n(Cc2cccc(Cl)c2)c1	-9%	3%	1.4%	0%	45%
O=C1NC(Cc2c[nH]c3ccccc23)C(=O)N1CCOc1ccc(F)cc1 (configuration not stated)	0%	.	6.0%	0%	-5%

Random excerpt: 5 compounds from above, in no set order.
SMILES	PhoP GFP inhibition	H37Rv inhibition	VEEV TC-83 Vero	H1N1 NS1A inhibition	M. tuberculosis	others
COc1ccc(-n2c(Cc3cccn3C)nnc2SCC(N)=O)cc1	-12%	-6%	0.9%	0%	-1%
O=C1NC(Cc2c[nH]c3ccccc23)C(=O)N1CCOc1ccc(F)cc1 (configuration not stated)	0%	.	6.0%	0%	-5%
O=C(Cn1cnc2ccccc2c1=O)NCC1COc2ccccc2O1 (configuration not stated)	7%	-1%	0.8%	-11%	-15%
C=CCn1c(N)cc(=O)nc1SCC(=O)Nc1ccc2ccccc2c1	8%	-4%	1.1%	-22%	-5%
O=C(Nc1ccccc1)c1ccc(=O)n(Cc2cccc(Cl)c2)c1	-9%	3%	1.4%	0%	45%

Screens (PubChem BioAssay)
